Bioassay records: PubChem, National Center for Advancing Translational Sciences (NCATS)
USP1 inh = Inhibitors of USP1/UAF1: Primary Screen | Ubiquitin carboxyl-terminal hydrolase 1 (Homo sapiens), O94782 | recombinant USP1/UAF1, Ub-Rhodamine cleavage fluorescence | Potency, µM (highest dose often 57.1 µM), for inactives: at the highest dose activity change, negative = inhibition, actives largely listed as inhibitors | actives 0.23% (n = 390,000) | AID 743255, 2014; also: potency is read from the fitted curve at half-maximal effect; % is scaled to controls: 0 for no effect and ±100 for the full control effect; nearly all actives have a fitted effect of over 60% in size; inactives centre near -12
Target sequence (O94782 whole entry, looked up): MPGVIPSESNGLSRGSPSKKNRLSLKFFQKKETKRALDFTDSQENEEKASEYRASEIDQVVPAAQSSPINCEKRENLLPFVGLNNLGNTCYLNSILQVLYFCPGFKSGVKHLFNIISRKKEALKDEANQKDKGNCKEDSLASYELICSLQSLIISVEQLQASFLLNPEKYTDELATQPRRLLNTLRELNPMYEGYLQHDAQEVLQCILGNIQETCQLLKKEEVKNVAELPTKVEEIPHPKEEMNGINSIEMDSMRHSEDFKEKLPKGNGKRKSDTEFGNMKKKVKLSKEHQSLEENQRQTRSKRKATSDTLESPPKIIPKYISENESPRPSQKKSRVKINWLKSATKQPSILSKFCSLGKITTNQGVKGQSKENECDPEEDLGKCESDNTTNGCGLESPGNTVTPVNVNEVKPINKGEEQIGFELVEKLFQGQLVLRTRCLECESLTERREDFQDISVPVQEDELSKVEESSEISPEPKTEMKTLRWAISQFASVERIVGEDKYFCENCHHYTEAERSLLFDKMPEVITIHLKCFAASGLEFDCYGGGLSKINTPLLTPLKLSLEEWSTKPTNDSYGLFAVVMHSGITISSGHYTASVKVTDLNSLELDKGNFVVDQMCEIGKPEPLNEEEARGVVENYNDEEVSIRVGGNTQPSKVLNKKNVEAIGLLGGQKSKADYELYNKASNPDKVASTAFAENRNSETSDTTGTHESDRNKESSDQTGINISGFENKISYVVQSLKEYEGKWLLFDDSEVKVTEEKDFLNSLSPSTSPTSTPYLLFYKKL
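USP1/UAF1 complex at 1 nM was preincubated with compound for 15 min at room temperature, then Ub-Rho substrate (150nM final) was added. Fluorescence (480/540 nm) was read kinetically, 6 reads every 60 seconds.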
PI4K2A block = qHTS for small molecular inhibitors of PI4K2A. AID 1346378, 2018. actives 0.13% (n = 420,000). purified PI4K2A, ADP-Glo luminescence, 1 h; hits give low values. activity change, negative = inhibition, % at 76.9 µM. Phosphatidylinositol 4-kinase type 2-alpha (Homo sapiens), Q9BTU6; in the data active = activity change below about -50%; inconclusive = mostly about -30% to -49%;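 also: -100% = wells without enzyme as full effect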
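PI4K2A activity was measured by ADP-Glo luminescence: enzyme (4 ug/mL stock) and phosphatidylinositol (1.2 mM stock) in Tris pH 7.5/MgCl2/EGTA/Triton X-100 buffer were reacted with ATP (300 microM stock) for one hour at ambient temperature.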
TrxR1 inh = qHTS Assay for Inhibitors of Mammalian Selenoprotein Thioredoxin Reductase 1 (TrxR1): qHTS; AID 588453, 2011; actives 1% (n = 390,000); Potency, µM (titrated, usually from 114 µM), inactives show at the top dose activity change, negative = inhibition, usual class: inhibitors; recombinant rTrxR1, NADPH fluorescence consumption, selenite substrate; also: potency is read from the fitted curve at half-maximal effect; % is scaled to controls: 0 for no effect and ±100 for the full control effect; nearly all actives have a fitted effect of over 65% in size
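Rat TrxR1 (90 nM in the dispensed reagent) was pre-reduced with 400 uM NADPH for 5 min at room temperature, then incubated with compound for 15 min. After 400 uM selenite was added, NADPH fluorescence (Ex 340/Em 450 nm) was followed for 8 min.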
HP1b binding inh = HTS for Inhibitors of HP1-beta Chromodomain Interactions with Methylated Histone Tails; Chromobox protein homolog 1 (Homo sapiens), P83916; Potency, µM (titrated, usually from 114 µM), for inactives: top-dose activity change, negative = inhibition, usual class: inhibitors; AlphaScreen HP1-beta / biotin-H3K9me3 peptide binding; actives 0.56% (n = 390,000); also: potency is read from the fitted curve at half-maximal effect; nearly all actives have a fitted effect of over 70% in size; inactives centre near 23
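Compound inhibition of the preformed complex between 50 nM HP1-beta and 50 nM biotinylated H3K9me3 peptide was read by AlphaScreen. Buffer was PBS pH 7.4 with 0.01% Tween-20. Incubations ran 30 min at room temperature, with 10 ug/mL donor/acceptor beads.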
mIDH1 inhibitor = qHTS for Inhibitors of mutant isocitrate dehydrogenase 1 (IDH1): qHTS; Isocitrate dehydrogenase [NADP] cytoplasmic (Homo sapiens), O75874; IDH1-R132H enzyme, NADPH consumption, diaphorase/resazurin fluorescence; Potency, µM (titrated, usually from 76.6 µM), for the others: at the highest dose activity change, negative = inhibition, actives largely listed as inhibitors; actives 0.093% (n = 390,000); AID 602179, 2012; also: potency is read from the fitted curve at half-maximal effect; % is scaled to controls: 0 for no effect and ±100 for the full control effect; nearly all actives have a fitted effect of over 65% in size
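IDH1-R132H (0.5 ug/mL) preincubated 30 min with compound, then NADPH (0.016 mM) and alpha-KG (2 mM) added; 80 min at RT, pH 7.5. Remaining NADPH coupled via diaphorase/resazurin to fluorescence (540/590 nm); concentration-response curves normalized to no-enzyme control.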
Pin1 inh = qHTS Assay to Find Inhibitors of Pin1 | Potency, µM (series often up to 115 µM), inactives show at the top dose activity, negative = inhibition, hits mostly inhibitors | Pin1 FP peptide displacement, HiFluor488, 10 min | actives 0.009% (n = 390,000) | AID 504891, 2011; active = well fitted inhibition curve with a large enough effect in the polarisation, with a control signal flat, not every such curve was filed as active; inconclusive = small, poorly fitted or top-dose-only effect, or effect the other way, or a change in a side signal; inactive = no such curve, though single readings can be large or run the other way; the % refers to the polarisation; also: potency is read from the fitted curve at half-maximal effect; % is scaled to controls: 0 for no effect and ±100 for the full control effect
Target sequence (Q13526 whole entry, looked up): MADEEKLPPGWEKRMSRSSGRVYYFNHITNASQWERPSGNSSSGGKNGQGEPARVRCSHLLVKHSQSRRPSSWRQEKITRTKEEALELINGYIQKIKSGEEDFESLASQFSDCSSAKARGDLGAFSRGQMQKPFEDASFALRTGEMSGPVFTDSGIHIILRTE
PGK inhibitor = qHTS Assay to Find Inhibitors of Phosphoglycerate Kinase. Phosphoglycerate kinase, glycosomal (Trypanosoma brucei brucei), P07378. PGK/GAPDH coupled, Kinase-Glo luminescence, 60 min. actives 0.043% (n = 380,000). Potency, µM (titrated, usually from 57.5 µM), inactives show at the top dose activity change, negative = inhibition, most hits filed as inhibitors. AID 602233, 2012; also: potency is read from the fitted curve at half-maximal effect; % is scaled to controls: 0 for no effect and ±100 for the full control effect; nearly all actives have a fitted effect of over 60% in size
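Luminescent ATP detection (Kinase-Glo Plus) follows a 60-minute room-temperature incubation, with wells lacking PGK as controls. Buffer: 100 mM TEA (pH 7.6), 5 mM MgCl2, 0.01% Tween-20. Coupling enzyme GAPDH (100 nM final) supplies unstable 1,3-BPG in-well.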
TrxR1 substrate = qHTS Assay for Substrates of Mammalian Selenoprotein Thioredoxin Reductase 1 (TrxR1): qHTS; purified TrxR1 substrate turnover, NADPH consumption readout; actives 0.01% (n = 390,000); Potency, µM (top dose mostly 114 µM), for the others: top-dose activity change, negative = substrate turnover; Thioredoxin reductase 1, cytoplasmic (Rattus norvegicus), O89049; also: potency is read from the fitted curve at half-maximal effect; % is scaled to controls: 0 for no effect and ±100 for the full control effect; nearly all actives have a fitted effect of over 50% in size
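Rat TrxR1, dispensed at 90 nM, was prereduced with 400 uM NADPH (final) for 5 min at ~22 deg C, then incubated with compound 15 min before 400 uM selenite. A first-read NADPH fluorescence drop versus no-compound background flagged substrates.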
GLS inh = qHTS for Inhibitors of Glutaminase (GLS). Potency, µM (series often up to 45.5 µM), inactives show at the top dose activity change, negative = inhibition, hits mostly inhibitors. actives 0.21% (n = 410,000). AID 624170, 2012. Glutaminase kidney isoform, mitochondrial (Homo sapiens), O94925. GLS enzymatic activity, qHTS titration; also: potency is read from the fitted curve at half-maximal effect; % is scaled to controls: 0 for no effect and ±100 for the full control effect
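Enzyme dispensed in phosphate buffer (45 mM, pH 8.2, 0.02% Tween-20), compounds pinned in, then 1 mM L-glutamine solution and the glutamate oxidase–HRP–Amplex Red mix added; fluorescence read immediately and again after 30 min at room temperature.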
Numbers without * were called inactive; & = joins results of further samples; [ ] = another dose, or the depositor's remark. Unless noted, calls follow the shape of the dose curve; as a rule, active = well fitted curve in the direction sought with a large enough effect; inconclusive = small, poorly fitted or top-dose-only effect, or another doubt; inactive = no such curve, though single readings can be large; an effect the other way counts as inactive or inconclusive.

`Cn1c(-c2ccccc2F)cc2onc(-c3ccccc3)c2c1=O` gave USP1 inh -15.6%, PI4K2A block 1.9, TrxR1 inh 25.0%, HP1b binding inh 41.3%[activator], mIDH1 inhibitor -9.1%, Pin1 inh 6.5%, PGK inhibitor inactive, TrxR1 substrate -0.1% and GLS inh -1.2%.
`CC(C)n1c(SCC(=O)c2ccc(F)cc2)nc2c(sc3ccccc32)c1=O` gave USP1 inh -24.5%, PI4K2A block -1.1, TrxR1 inh 11.7%[57.1 µM], HP1b binding inh -0.6%, mIDH1 inhibitor inconclusive, Pin1 inh -5.9%, PGK inhibitor -3.2%, TrxR1 substrate -0.1%[57.1 µM] and GLS inh -9.1%.
For O=C(/C(=N/O)n1cncn1)c1ccccc1Cl the results were USP1 inh -2.4%, PI4K2A block 0.1, TrxR1 inh 3.8%[57.1 µM], HP1b binding inh 8.9%, mIDH1 inhibitor 17.6%, Pin1 inh -5.7%, PGK inhibitor -3.7%, TrxR1 substrate 8.3%[57.1 µM] and GLS inh 12.5%.
`COc1cccc(CNc2ncnc3onc(C)c23)c1` gave USP1 inh 0.5%, PI4K2A block 1.6, TrxR1 inh -10.7%, HP1b binding inh 25.4%, mIDH1 inhibitor inconclusive, Pin1 inh 4.4%, PGK inhibitor -3.9%, TrxR1 substrate -9.9% and GLS inh -1.5%.
CCOc1ccc(S(=O)(=O)NCCOC)cc1C was read as USP1 inh -22.6%, PI4K2A block -0.7, TrxR1 inh 21.3%, HP1b binding inh 24.4%, mIDH1 inhibitor 3.3%, Pin1 inh -7.9%, PGK inhibitor 2.6%, TrxR1 substrate 4.4% and GLS inh 0.5%.
For COc1ccc(CCNc2nc(C)cc(=O)[nH]2)cc1OC the results were USP1 inh -4.8%, PI4K2A block -1.3, TrxR1 inh 2.7%, HP1b binding inh 24.7%, mIDH1 inhibitor 7.4%, Pin1 inh 6.5%, PGK inhibitor 7.8%, TrxR1 substrate 7.9% and GLS inh 2.3%.
`Cc1ccc(Nc2ncnc3ccccc23)cc1` gave USP1 inh -0.8%, PI4K2A block 2.6, TrxR1 inh -2.5%[57.1 µM], HP1b binding inh 24.2%, mIDH1 inhibitor 2.6%, Pin1 inh 0.1%, PGK inhibitor 8.2%, TrxR1 substrate -2.8% and GLS inh 0.0%.
O=C1CCCN1CCC1CCN(C2CC(=O)N(Cc3ccc(N4CCCC4=O)cc3)C2=O)CC1 (centres undefined) was read as USP1 inh -8.4%, PI4K2A block 2.4, TrxR1 inh -8.5%, HP1b binding inh 37.6%, mIDH1 inhibitor 0.0%, Pin1 inh -17.2%, TrxR1 substrate -7.8% and GLS inh -5.5%.
Screening CCCCCCNC(=O)N[C@@H](C(=O)NCCC[C@H]1CN2C(=NC[C@@H]2Cc2ccccc2)N1CCc1cccc(OC)c1)C(C)C returned USP1 inh -20.2%, PI4K2A block -16.3, TrxR1 inh inconclusive, HP1b binding inh inconclusive, mIDH1 inhibitor -5.1%, Pin1 inh -0.6%, PGK inhibitor -3.1%, TrxR1 substrate 2.1%[57.1 µM] and GLS inh -6.7%.
Cc1cc2ncn(C(=O)c3c(-c4ccccc4Cl)noc3C)c2cc1C was read as USP1 inh -4.5%, PI4K2A block 0.1, TrxR1 inh -6.3%[57.1 µM], HP1b binding inh 18.3%, mIDH1 inhibitor -1.3%, Pin1 inh 1.8%, PGK inhibitor -1.3%, TrxR1 substrate -7.2%[57.1 µM] and GLS inh 0.2%.
For Cc1ccc(C)c(Cn2nc(C)n3c(cc4cc(C)ccc43)c2=O)c1 the results were USP1 inh -16.8%, PI4K2A block -0.8, TrxR1 inh 11.7%, HP1b binding inh 22.5%, mIDH1 inhibitor -11.0%, Pin1 inh -2.6%, PGK inhibitor 1.6%, TrxR1 substrate 1.4% and GLS inh 2.9%.
For Cc1cccc(-n2ccnc2SCC(=O)Nc2ccc3c(c2)OCCO3)c1 the results were USP1 inh -20.7%, PI4K2A block -3.0, TrxR1 inh 5.3%[57.1 µM], HP1b binding inh inconclusive, mIDH1 inhibitor -3.3%, Pin1 inh 4.8%, PGK inhibitor 3.2%, TrxR1 substrate 2.1%[57.1 µM] and GLS inh 6.9%.
CC(C)(C)c1ccc(C(=O)N2CCC(C(=O)NCC3CCCO3)CC2)cc1 (centres undefined) was read as USP1 inh -3.8%, PI4K2A block 1.9, TrxR1 inh -1.9%, HP1b binding inh 17.4%, mIDH1 inhibitor 1.6%, Pin1 inh -3.7%, PGK inhibitor inactive, TrxR1 substrate -5.5% and GLS inh -1.3%.
For CCSc1cc(N2CCCC2)nc(-c2cccc(C)c2)n1 the results were USP1 inh -10.0%, PI4K2A block -8.9, TrxR1 inh 28.4%[57.1 µM], HP1b binding inh 75.5%[activator], mIDH1 inhibitor 3.5%, Pin1 inh -7.8%, PGK inhibitor -1.1%, TrxR1 substrate 5.3% and GLS inh 0.8%.
Cc1cc([N+](=O)[O-])nn1CC(=O)NNC(=S)Nc1ccc(F)cc1 was read as USP1 inh -5.0%, PI4K2A block 2.3, TrxR1 inh -26.3%, HP1b binding inh 21.2%, mIDH1 inhibitor -0.6%, Pin1 inh -6.2%, PGK inhibitor -0.2%, TrxR1 substrate -11.6% and GLS inh -3.2%.
COc1ccc(C2NC(=O)N(C)C3=C2C(=O)N(c2ccc(Br)cc2)C3)cc1 (centres undefined) was read as USP1 inh -23.6%, PI4K2A block -1.7, TrxR1 inh 16.5%[57.1 µM], HP1b binding inh 68.7%[activator], mIDH1 inhibitor -9.4%, Pin1 inh 4.5%, PGK inhibitor -29.8%, TrxR1 substrate 5.0%[57.1 µM] and GLS inh 0.4%.
`O=C(COC(=O)C1CCN(c2ccc(C(F)(F)F)cn2)CC1)c1ccc(Cl)cc1` gave USP1 inh -16.3%, PI4K2A block -0.5, TrxR1 inh 0.6%, HP1b binding inh 77.6%[activator], mIDH1 inhibitor 0.2%, Pin1 inh 16.5%, PGK inhibitor -6.0%, TrxR1 substrate -8.9% and GLS inh 0.7%.
For CC1=CCC2C(=O)N(Cc3ccccc3)C(=O)C2C1 (centres undefined) the results were USP1 inh -21.0%, PI4K2A block -13.6, TrxR1 inh 0.6%, HP1b binding inh 28.5%, mIDH1 inhibitor 4.4%, Pin1 inh -6.7%, PGK inhibitor -7.6%, TrxR1 substrate -4.5% and GLS inh -8.7%.
`COc1ccc(OC)c2sc(Cl)nc12` gave USP1 inh -14.0%, PI4K2A block 2.8, TrxR1 inh -1.1%, HP1b binding inh -3.6%, mIDH1 inhibitor 3.9%, Pin1 inh -2.5%, PGK inhibitor -0.7%, TrxR1 substrate 0.4% and GLS inh -13.5%.
Screening COCCNC(=O)CCSc1nc(-c2ccc(OC)cc2)cc(C(F)(F)F)n1 returned USP1 inh -22.6%&-19.5%, PI4K2A block -0.5&1.3, TrxR1 inh -9.5%, HP1b binding inh 55.8%&44.1%[activator], mIDH1 inhibitor 1.9%&1.9%, Pin1 inh -10.0%&-1.2%, PGK inhibitor -3.4%&-10.4%, TrxR1 substrate 2.9% and GLS inh 7.7%&-0.2%.
`CCOC(=O)N1CCC(NC(=O)c2ccc(CS(=O)c3cccc(Cl)c3)o2)CC1` (centres undefined) gave USP1 inh -7.3%, PI4K2A block 0.2, TrxR1 inh inconclusive, HP1b binding inh 40.0%[activator], mIDH1 inhibitor -9.6%, Pin1 inh 2.7%, PGK inhibitor 2.1%, TrxR1 substrate 3.1% and GLS inh 1.4%.
For Cc1cnc(NC(=O)Cc2ccc(S(=O)(=O)N3CCOCC3)s2)s1 the results were USP1 inh -13.8%, PI4K2A block 4.4, TrxR1 inh 3.0%[11.4 µM], HP1b binding inh 15.7%, mIDH1 inhibitor 3.7%, Pin1 inh inconclusive, PGK inhibitor 1.0%, TrxR1 substrate 7.2%[11.4 µM] and GLS inh 8.3%.
For Cc1ccccc1/C=N/Nc1ncnc2nc[nH]c12 the results were USP1 inh 3.2%, PI4K2A block -9.4, TrxR1 inh 22.7%, HP1b binding inh 20.2%[57 µM], mIDH1 inhibitor 3.5%, Pin1 inh -2.4%, PGK inhibitor -4.6%, TrxR1 substrate -1.3% and GLS inh 1.7%.
O=C(Nc1sc2c(c1C(=O)NCc1ccco1)CCCC2)c1cc(=O)c2cc(Cl)ccc2o1 was read as USP1 inh inconclusive, PI4K2A block -2.8, TrxR1 inh 2.0%, HP1b binding inh 14.1%, mIDH1 inhibitor 21.7%, Pin1 inh inconclusive, PGK inhibitor 7.0%, TrxR1 substrate -2.6% and GLS inh 12.6%.

These rows are one share of the data; rates above refer to the full screens.
